Bioassay records deposited in PubChem by National Center for Advancing Translational Sciences (NCATS).
APE1 inh – qHTS Assay for Inhibitors of the Human Apurinic/apyrimidinic Endonuclease 1 (APE1); Potency, µM (doses to about 65.8 µM), for the others: top-dose activity change, negative = inhibition, usual class: inhibitors; hit rate 0.35% among 350,000; DNA repair nuclease/redox regulator APEX1 (Homo sapiens), P27695; recombinant APE1, TAMRA/BHQ-2 abasic DNA cleavage fluorescence;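 note: potency is the fitted concentration of half-maximal effect; plate controls were vehicle for no effect and reference inhibitor for full effect; nearly all actives have a fitted effect of over 55% in size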
Target sequence (P27695 whole entry, looked up): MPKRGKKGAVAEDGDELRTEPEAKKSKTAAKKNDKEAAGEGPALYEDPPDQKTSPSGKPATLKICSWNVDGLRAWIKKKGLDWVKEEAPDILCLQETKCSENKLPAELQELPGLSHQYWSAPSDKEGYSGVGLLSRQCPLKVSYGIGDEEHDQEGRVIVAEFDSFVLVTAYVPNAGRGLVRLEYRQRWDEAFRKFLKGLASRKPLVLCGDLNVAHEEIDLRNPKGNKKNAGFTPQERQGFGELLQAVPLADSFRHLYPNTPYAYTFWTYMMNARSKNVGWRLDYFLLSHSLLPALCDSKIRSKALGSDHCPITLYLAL
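0.75 nM APE1 + cpd, 15 min RT; start w/ 50 nM TAMRA/BHQ-2 THF-abasic dsDNA; kinetic fluor 525/598 nm ×3 reads @60 s; Δ(read3−read1); normalized to DMSO and NSC13755 control wells.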
POLI inh – qHTS for Inhibitors of Polymerase Iota | DNA polymerase iota (Homo sapiens), Q9UNA4 | Pol iota fluorescent replication assay, 10 min | Potency, µM (doses to about 115 µM), inactives show at the top dose activity, negative = inhibition, actives largely listed as inhibitors | hit rate 1% among 390,000 | AID 588590, 2011; note: potency is the fitted concentration of half-maximal effect
Target sequence (Q9UNA4 whole entry, looked up): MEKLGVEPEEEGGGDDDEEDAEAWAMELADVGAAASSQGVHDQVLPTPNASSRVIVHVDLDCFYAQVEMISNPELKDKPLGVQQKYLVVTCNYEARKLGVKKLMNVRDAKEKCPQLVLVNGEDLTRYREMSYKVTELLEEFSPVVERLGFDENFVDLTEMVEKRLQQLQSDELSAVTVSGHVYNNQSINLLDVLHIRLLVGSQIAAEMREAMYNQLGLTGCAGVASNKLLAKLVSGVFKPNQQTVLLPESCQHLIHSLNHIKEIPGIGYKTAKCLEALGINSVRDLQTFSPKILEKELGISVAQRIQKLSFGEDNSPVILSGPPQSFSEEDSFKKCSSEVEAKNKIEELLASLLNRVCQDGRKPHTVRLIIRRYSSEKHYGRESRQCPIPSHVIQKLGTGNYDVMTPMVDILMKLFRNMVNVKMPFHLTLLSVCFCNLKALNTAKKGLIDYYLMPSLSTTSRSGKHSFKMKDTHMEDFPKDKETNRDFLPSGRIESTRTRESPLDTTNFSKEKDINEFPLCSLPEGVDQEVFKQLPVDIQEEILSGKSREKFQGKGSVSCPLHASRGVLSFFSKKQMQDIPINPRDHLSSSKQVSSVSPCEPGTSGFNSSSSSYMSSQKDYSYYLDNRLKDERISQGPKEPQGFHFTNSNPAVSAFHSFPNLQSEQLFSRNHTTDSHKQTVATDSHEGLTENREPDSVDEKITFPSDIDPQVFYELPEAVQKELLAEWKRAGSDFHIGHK
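Pol iota at 10 nM preincubated 15 min with compounds at room temperature; reaction started with fluorescent substrate, 50 nM final. Fluorescence read kinetically at 0 and 10 min; buffer-only wells as negative control.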
Anesthetic bind – qHTS Assay for Identification of Novel General Anesthetics; apoferritin/1-aminoanthracene competitive binding, fluorescence; AID 485281, 2010; Potency, µM (doses to about 77.5 µM), for inactives: top-dose activity change, negative = displacement, usual class: inhibitors; Ferritin light chain (Equus caballus), P02791; hit rate 0.074% among 350,000; note: potency is the fitted concentration of half-maximal effect; % is set by controls: 0 for no effect and ±100 for the full control effect; nearly all actives have a fitted effect of over 20% in size
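Read-out: endpoint 1-AMA fluorescence, excitation 380 nm and emission 535 nm, after compounds sit 10 min at room temperature with 10 uM horse-spleen apoferritin in 50% saturated 1-AMA/PBS. Values come from four-parameter Hill fits.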
Pol beta inh – qHTS Assay for Inhibitors of DNA Polymerase Beta; P06746; Pol beta primer extension/strand displacement, fluorescence kinetic; Potency, µM (titrated, usually from 114 µM), for inactives: top-dose activity change, negative = inhibition, usual class: inhibitors; hit rate 1.3% among 340,000; AID 485314, 2010; note: potency is the fitted concentration of half-maximal effect; % is set by controls: 0 for no effect and ±100 for the full control effect
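Enzyme-only controls used 10 nM Pol beta; buffer lacking enzyme served as negative control. Compound preincubated 15 min, then 50 nM substrate added; 0 and 10 min reads at room temperature.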
POLH inh – qHTS for Inhibitors of Polymerase Eta; DNA polymerase eta (Homo sapiens), Q9Y253; recombinant Pol eta, fluorescent DNA replication assay; hit rate 1.2% among 390,000; Potency, µM (titrated, usually from 114 µM), without a hit: at the top dose activity change, negative = inhibition, usual class: inhibitors; note: potency is the fitted concentration of half-maximal effect; % is set by controls: 0 for no effect and ±100 for the full control effect
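Pol eta (10 nM) was preincubated with compounds for 15 min at room temperature, after which fluorescent replication substrate (50 nM final) was added to start the reaction. Fluorescence was read kinetically at 0 and 10 min.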
POLK inh – qHTS for Inhibitors of Polymerase Kappa | hit rate 0.53% among 400,000 | DNA polymerase kappa (Homo sapiens), Q9UBT6 | purified Pol kappa, fluorescent DNA synthesis assay, 10 min | Potency, µM (doses to about 107 µM), without a hit: at the highest dose activity, negative = inhibition, actives largely listed as inhibitors; note: potency is the fitted concentration of half-maximal effect; % is set by controls: 0 for no effect and ±100 for the full control effect
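10 nM Pol kappa preincubated 15 min at room temperature with compounds, then reaction started with substrate at 50 nM final. Fluorescence read kinetically at 0 and 10 min; buffer-only wells served as negative control.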
Tb PGK inh – qHTS Assay to Find Inhibitors of Phosphoglycerate Kinase; AID 602233, 2012; hit rate 0.043% among 380,000; Potency, µM (highest dose often 57.5 µM), inactives show top-dose activity change, negative = inhibition, actives largely listed as inhibitors; Phosphoglycerate kinase, glycosomal (Trypanosoma brucei brucei), P07378; PGK/GAPDH coupled, Kinase-Glo luminescence, 60 min; note: potency is the fitted concentration of half-maximal effect; % is set by controls: 0 for no effect and ±100 for the full control effect; nearly all actives have a fitted effect of over 60% in size
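Recombinant glycosomal PGK reaction used 1,3-bisphosphoglycerate generated in-well by GAPDH (100nM final) in 100mM TEA pH 7.6, 5mM MgCl2, 0.01% Tween-20. After 60 minutes at room temperature, ATP was read by Kinase-Glo Plus luminescence end-point.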
RXFP1 antagonist – qHTS Assay for Antagonists of the Relaxin Receptor RXFP1 | activity change, negative = inhibition, % at 57.5 µM | hit rate 0.59% among 350,000 | Relaxin receptor 1 (Homo sapiens), Q9HBX9 | AID 1259400, 2018 | HEK293-RXFP1, relaxin-stimulated cAMP HTRF, 30 min; active compounds read low;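 active = activity change of -60% or lower, but not beyond a set lower limit; inconclusive = change between -60% and -40%, or beyond the set limit; inactive = change above -40%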; note: % is set by controls: 0 for no effect and ±100 for the full control effect
BLM helicase inh – qHTS Assay for Inhibitors of Bloom's syndrome helicase (BLM); RecQ-like DNA helicase BLM (Homo sapiens), P54132; recombinant BLM DNA unwinding, fluorescence dequenching; Potency, µM (titrated, usually from 56.1 µM), for inactives: at the highest dose activity change, negative = inhibition, hits mostly inhibitors; hit rate 0.2% among 350,000; AID 2528, 2010;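 note: potency is the fitted concentration of half-maximal effect; plate controls were vehicle for no effect and no enzyme for full effect; nearly all actives have a fitted effect of over 35% in size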
Starred values were filed as active, the others as inactive; i = inactive; u = inconclusive; x = no result given; [ ] = remark or other dose. Unless noted, calls come from the whole dose curve; as a rule, active = well fitted curve in the direction sought with a large enough effect; inconclusive = small, poorly fitted or top-dose-only effect, or another doubt; inactive = no such curve, though single readings can be large; an effect the other way counts as inactive or inconclusive.

SMILES	APE1 inh	POLI inh	Anesthetic bind	Pol beta inh	POLH inh	POLK inh	Tb PGK inh	RXFP1 antagonist	BLM helicase inh
CCCOc1ccc(CC(=O)NNC(=S)Nc2ccccc2)cc1Br	6%	25%	-11%	38%	-14%	-10%	-7%	-2	-4%
COc1cc(S(=O)(=O)N(Cc2ccccn2)Cc2ccccc2Cl)ccc1-n1cnnn1	5%	24%	-12%	1%	-11%	3%	x	3	2%
CC(C)(C)NC(=O)c1ccccc1-c1nc(-c2ccccc2Cl)no1	-1%	2%	-21%	6%	-23%	-8%	-6%	-1	-1%
COC(=O)Cn1c(=O)c2c(nc(Br)n2Cc2ccccc2Cl)n(C)c1=O	4%	11%	-15%	38%	-15%	4%	i	-4	-2%
COc1ccc(C2c3ccsc3CCN2C(=O)NC(C)(C)C)cc1 (stereo not given)	-3%	-17%	6%	u	-10%	-11%	-4%	-4	-3%
[O-]/[N+](=C\c1ccccc1)c1ccccc1	u	-13%	x	x	-3%	-22%	-10%	x	x
COCCCn1c(=N)c(C(=O)NC2CCCCC2)cc2c(=O)n3cc(C)ccc3nc21	x	8%	60%[activator]	u	-20%	-1%	-5%	x	3%
CC(C)c1ccc(NC(=O)C(=O)C2C(=O)Nc3ccccc32)cc1 (stereo not given)	u	-6%	-7%	96%[activator]	9%	-9%	-3%	-7	-6%
O=c1cc(-c2ccccc2Cl)oc2c(NS(=O)(=O)c3cccs3)ccc(O)c12	-3%	u	-8%	4%	-21%	u	3%	x	-8%
O=C(CNC(=O)[C@@H]1Cc2ccccc2CN1)NC1CCCC1	10%	9%	-5%	17%	-10%	3%	-1%	12	-2%
Cc1ccc(-c2nnc(N3CCOCC3)c3ccccc23)cc1S(=O)(=O)N(C)C	-3%	-7%	30%	25%	-16%	-19%	-5%	4	-6%
O=C(NCCCN1CCN(c2cccc(Cl)c2)CC1)c1nc(-c2ccncc2)no1	16%	2%	u	22%	-10%	-2%	-6%	-13	0%
CC(=O)Nc1ccccc1-c1nc2ccc(C(=O)N3CCN(c4cc(C)ccc4C)CC3)cc2[nH]c1=O	-2%	5%	-8%	15%	-25%	-5%	-3%	x	-1%
CCc1ccc(CCC(=O)Nc2ccc(Br)cc2)o1	27%	u	-16%	-9%	-4%	-24%	6%	-6	-15%
CCOc1cccc(N2C(=O)CC(N3CCC(C(N)=O)(N4CCCCC4)CC3)C2=O)c1 (stereo not given)	15%	25%	-15%	24%	-13%	-12%	-4%	12	-2%
O=C1c2cccc3c(N4CCOCC4)c([N+](=O)[O-])cc(c23)C(=O)N1c1cccc2ccccc12	27%	-2%	10%	3%	-8%	-14%	i	-5	3%
CC12CN3CC(C)(CN(C1)C3c1ccc3c(c1)OCO3)C2 (stereo not given)	-5%	-9%	-12%	u	-16%	2%[60.1 µM]	-4%	-6	-2%
Cc1ccc(OCC(=O)NNC(=O)C2CSC3(C)CCC(=O)N23)cc1 (stereo not given)	-4%	9%	x	x	0%	-11%	-3%	2	x
O=C(COC(=O)c1n[nH]c2ccccc12)Nc1ccccc1F	45%[activator]	103%[activator]	x	x	-9%	-12%	-3%	-6	x
COc1cc(/C=N/Nc2nc3ccccc3o2)cc(OC)c1O	-6%	-4%	-14%	-13%	-8%	-33%	8%	-7	-6%
CCOC(=O)C1CCN(c2c(N3CCCCCC3)c(=O)c2=O)CC1	0%	-5%	-3%	14%	0%	-9%	-7%	x	6%
Cc1cccc(-c2nnc(SCCC(=O)O)o2)c1	x	7%	4%	0%	-5%	-12%	-30%	x	-2%
O=C(O)C1CCCCC1C(=O)NCCCn1ccnc1 (stereo not given)	2%	38%[activator]	-8%	-8%	1%	-10%	-8%	2	-8%
CC(C)CCN(C(=O)c1csnn1)C(C(=O)NC1CCCC1)c1ccc(F)cc1 (stereo not given)	-10%	86%[activator]	-12%	47%	-5%	-2%	5%	-31	-8%
CC(C)NC(=O)Cn1nnc(-c2cccc(NC(=O)c3ccccc3F)c2)n1	-1%	3%	-14%	1%	4%	-26%	0%	3	2%
O=S(=O)(c1ccc(Cl)cc1)N1CCC(c2nc3ccccc3[nH]2)CC1	13%	147%[activator]	5%	29%	-3%	-25%	0%	5	-3%
Cc1cc(OCC(=O)Nc2ccccn2)c2c(C)cc(=O)oc2c1	14%	42%[activator]	-4%	12%	-18%	-5%	-2%	0	-10%
Cn1nc(C(=O)NCCc2ccc(Cl)cc2)c2c1-c1ccccc1SC2	x	21%	-2%	-11%	-15%	-11%	-2%	14	1%
O=C(CN(c1ccccc1Cl)S(=O)(=O)c1ccccc1)N/N=C/c1ccccc1C(=O)O	-3%	67%[activator]	-16%	0%	1%	-17%	4%	u	-2%
CCNC(=O)CNC(=O)c1nn(Cc2ccccc2)c(=O)c2ccccc12	18%	-3%	-3%	0%	3%	-17%	i	-11	-7%
CCOC(=O)c1sc2ncn(CC(=O)N(CC)CC)c(=O)c2c1C	11%	1%	-13%	23%	-12%	-3%	-2%	-15	1%
O=C(NCCS(=O)(=O)N1CCN(c2cccc(Cl)c2)CC1)c1ccco1	20%	14%	x	x	-22%	-15%	-7%	-8	x
C/C(CCc1oc2c(Br)cc(Br)cc2c1-c1ccc(C)o1)=N\O	2%	-16%	-22%	1%	-14%	-6%	x	0	-8%
COc1ccc(-c2noc(C3CCCN(C(=O)c4c(F)cccc4F)C3)n2)cc1OC (stereo not given)	9%	13%	-20%	17%	-1%	-19%	2%	u	-5%
Cc1cc(C=O)c(C)n1-c1sc2c(c1C(=O)O)CCCC2	u	13%	4%	-6%	u	-9%	-10%	-9	-3%
CCCCCC(=O)NC(=S)Nc1cccc(-c2nc3ncccc3o2)c1	-1%	24%	0%	-7%	-4%	11%	i	-6	0%

Looked up one by one from above, 2 records:
SMILES	APE1 inh	POLI inh	Anesthetic bind	Pol beta inh	POLH inh	POLK inh	Tb PGK inh	RXFP1 antagonist	BLM helicase inh
CC(C)NC(=O)Cn1nnc(-c2cccc(NC(=O)c3ccccc3F)c2)n1	-1%	3%	-14%	1%	4%	-26%	0%	3	2%
O=S(=O)(c1ccc(Cl)cc1)N1CCC(c2nc3ccccc3[nH]2)CC1	13%	147%[activator]	5%	29%	-3%	-25%	0%	5	-3%

(cont.)
SMILES	APE1 inh	POLI inh	Anesthetic bind	Pol beta inh	POLH inh	POLK inh	Tb PGK inh	RXFP1 antagonist	BLM helicase inh
CC(=O)c1nn(-c2ccc(Cl)cc2)cc1C(=O)c1ccccc1	x	84%[activator]	x	x	-12%	-12%	-3%	-5	x
CC(NC(=O)CN1C(=O)NC2(CCCC2)C1=O)c1ccc2ccccc2c1 (stereo not given)	4%	38%[activator]	x	x	-9%	16%	i	-4	x
O=C(CN(C(=O)c1csnn1)c1cccc(C(F)(F)F)c1)NCCc1ccccc1	25%	26%	-9%	21%	-22%	-4%	10%	1	-5%
CNC(=O)c1sc(N2N=C3/C(=C/c4ccccc4)CCCC3C2c2ccccc2)nc1C (stereo not given)	13%	-2%	42%[activator]	11%	2%	-12%	-2%	-7	-15%
Cc1ccc(OCCCCCN2CCOCC2)cc1	19%	155%[activator]	-9%	4%	-10%	2%	-2%	13	-3%
Cc1ccc(N2CCN(S(=O)(=O)c3ccc(F)c(C)c3)CC2)c(C)c1	-2%	9%	1%	-3%	-16%	-5%	3%	-23	-18%
COc1ccc(S(=O)(=O)N2CCCCCC2)cc1C(=O)N1CCN(c2ccccc2C)CC1	-14%	u	x	x	-13%	0%	-9%	-6	x
O=c1c2ccccc2n(CC(O)CN2CCCCC2)c2ccccc12 (stereo not given)	-5%	51%[activator]	219%[activator]	-21%	-2%	1%	2%	-18	58%[activator]
COc1ccc(CN(C)C(=O)C2CSC3(C)CCC(=O)N23)cc1 (stereo not given)	3%	41%[activator]	x	x	-22%	0%	10%	1	x
CCOc1ccc(CN(C)C(=O)c2ccc(=O)[nH]c2)cc1	2%	21%	2%	65%	-6%	-13%	i	7	-1%
COc1ccc(NC(=O)c2cc(C(C)=O)n3ccccc23)cc1Cl	x	5%	53%[activator]	-19%	-29%	-18%	-9%	-22	-5%
COc1ccc(C(=O)Nc2ccc3c(c2)C(=O)N(C)C3=O)cc1OC	52%[activator]	122%[activator]	1%	4%	4%	-10%	-3%	3	-3%
COC1=CC(=O)C(C(=O)c2ccccc2)=CC1=O	9%	x	-4%	x	x	-25%[60.1 µM]	x	x	u
CCCC(=O)Nc1cc(OC)c(OC)cc1C(=O)O	10%	5%	-6%	39%	-8%	2%	i	-1	1%
CC1(C)Cc2nc(NCCCO)c(C#N)cc2CO1	13%	u	4%	36%	-13%	2%	0%	-3	1%
CSc1snc(SCC(N)=O)c1C#N	-5%	19%	-9%	2%	-18%	1%	-2%	-1	2%
CC(=O)N1CCc2cc(S(=O)(=O)NC(C(=O)N3CCN(c4ccccc4F)CC3)C(C)C)ccc21 (stereo not given)	x	9%	x	x	-5%	0%	-10%	x	x
Cc1ccc2cc(C)c3nnc(SCC(=O)Nc4nc5c(s4)CCCC5)n3c2c1	-7%	x	-10%	26%	x	x	x	x	2%
CCOC(=O)c1ccc(CN(Cc2ccc(F)cc2)S(=O)(=O)c2ccc(F)c(C(=O)Nc3ccccc3C(F)(F)F)c2)cc1	x	14%	-10%	2%	-14%	-15%[60.1 µM]	6%	1	-5%
O=C(Nc1ccncc1)c1cccc2ccccc12	u	81%[activator]	-11%	55%	5%	-19%	0%	8	1%

Some of the compounds tested (hit frequency here may not be typical).
